# HT1080NT lethal: kills 2HG-producing HT-1080-NT fibrosarcoma cells | HT-1080-NT fibrosarcoma viability, CellTiter-Glo ATP luminescence, 48 h | Potency, µM (titrated, usually from 46.1 µM), without a hit: top-dose activity, negative = less viability, usual class: cytotoxic | hit rate 1.6% among 360,000 | AID 686970;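 note: NT is the 2HG producing partner of a matched IDH1 knockdown line; potency is the fitted concentration of half-maximal effect; 0% = DMSO-treated cells and -100% = media-only wells without cells; nearly all actives have a fitted effect of over 55% in size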
#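 750 cells/well, RPMI + 5% FBS; 2 h settle, compound pin-transfer, 48 h at 37 degrees C. CellTiter-Glo 10 min RT, luminescence. Normalized to DMSO and media-only wells.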
# WRN helicase inh: inhibitors of human WRN helicase; WRN helicase unwinding, fluorescent forked duplex, kinetic; hit rate 0.46% among 360,000; Potency, µM (highest dose often 114 µM), without a hit: at the highest dose activity change, negative = inhibition, usual class: inhibitors; Q14191; note: potency is the fitted concentration of half-maximal effect; % is set by controls: 0 for no effect and ±100 for the full control effect; nearly all actives have a fitted effect of over 55% in size
# Target sequence (Q14191 whole entry, looked up): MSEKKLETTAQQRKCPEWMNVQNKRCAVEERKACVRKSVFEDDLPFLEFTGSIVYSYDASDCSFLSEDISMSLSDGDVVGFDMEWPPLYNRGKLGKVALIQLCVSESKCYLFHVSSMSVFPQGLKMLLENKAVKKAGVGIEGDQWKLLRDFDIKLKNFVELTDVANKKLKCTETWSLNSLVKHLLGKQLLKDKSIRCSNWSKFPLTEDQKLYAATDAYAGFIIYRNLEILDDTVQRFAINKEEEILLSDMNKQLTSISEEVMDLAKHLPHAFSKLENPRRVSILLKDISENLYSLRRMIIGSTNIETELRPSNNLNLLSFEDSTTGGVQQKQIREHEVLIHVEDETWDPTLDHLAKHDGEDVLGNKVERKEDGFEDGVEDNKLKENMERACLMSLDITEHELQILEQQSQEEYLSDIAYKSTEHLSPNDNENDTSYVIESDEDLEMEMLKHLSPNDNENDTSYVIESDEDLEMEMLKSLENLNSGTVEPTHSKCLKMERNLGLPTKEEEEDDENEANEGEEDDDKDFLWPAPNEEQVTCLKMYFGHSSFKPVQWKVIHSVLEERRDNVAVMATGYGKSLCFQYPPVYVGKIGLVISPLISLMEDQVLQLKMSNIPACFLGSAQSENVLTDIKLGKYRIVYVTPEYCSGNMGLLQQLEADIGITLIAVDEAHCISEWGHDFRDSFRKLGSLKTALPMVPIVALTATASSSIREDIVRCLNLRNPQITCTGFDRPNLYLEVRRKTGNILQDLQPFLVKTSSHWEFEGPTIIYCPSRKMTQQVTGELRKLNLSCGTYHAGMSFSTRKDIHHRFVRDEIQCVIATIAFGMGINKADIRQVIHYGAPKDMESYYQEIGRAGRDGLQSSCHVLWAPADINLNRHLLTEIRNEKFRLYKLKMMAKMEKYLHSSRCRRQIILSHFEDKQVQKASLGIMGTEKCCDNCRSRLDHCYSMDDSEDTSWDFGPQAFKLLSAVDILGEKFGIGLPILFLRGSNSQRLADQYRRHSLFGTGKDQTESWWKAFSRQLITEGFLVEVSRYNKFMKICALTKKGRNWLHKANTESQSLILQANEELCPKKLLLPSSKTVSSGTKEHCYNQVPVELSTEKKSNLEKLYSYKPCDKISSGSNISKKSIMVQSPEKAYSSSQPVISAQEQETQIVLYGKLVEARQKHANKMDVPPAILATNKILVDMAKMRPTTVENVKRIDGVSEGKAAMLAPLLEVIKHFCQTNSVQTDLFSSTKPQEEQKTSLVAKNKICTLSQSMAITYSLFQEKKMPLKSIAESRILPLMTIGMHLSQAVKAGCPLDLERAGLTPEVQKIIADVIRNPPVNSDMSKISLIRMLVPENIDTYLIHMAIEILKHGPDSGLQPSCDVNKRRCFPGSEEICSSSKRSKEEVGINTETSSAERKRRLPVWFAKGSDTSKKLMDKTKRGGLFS
#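 Screening of the MLSMR collection measured strand separation of a quenched forked DNA duplex (100 nM) by 20 nM WRN with 2 mM ATP, all final. Compounds were preincubated with enzyme 15 min at room temperature.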
# MCF10A rerep: inducers of DNA re-replication in MCF 10A breast cells. MCF 10A DNA re-replication, Hoechst nuclear intensity, 48 h. hit rate 2.9% among 350,000. AID 624296. Potency, µM (doses to about 46.1 µM), for inactives: at the top dose activity, positive = re-replication, actives largely listed as activators; note: potency is the fitted concentration of half-maximal effect; % of control where 0% means no effect; nearly all actives have a fitted effect of over 50% in size
# HT1080 IDH1KD tx: HT-1080 IDH1 knockdown cell toxicity (counter line). HT-1080 IDH1 knockdown viability, ATP luminescence, 48 h. Potency, µM (series often up to 46.1 µM), inactives show at the highest dose activity, negative = toxicity, most hits filed as cytotoxic. hit rate 2% among 360,000;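 note: potency is the fitted concentration of half-maximal effect; 0% = DMSO wells and -100% = cell-free medium wells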
#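 Assay cells: HT-1080 with IDH1 knockdown, 750 per well, RPMI/5% FBS. Exposure: 48 h at 37 °C following 2 h pre-incubation. Read: CellTiter-Glo luminescence; fitted concentration-response, curve class assigned.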
# KB-V1 cytotox: kills drug-selected multidrug resistant KB-V1 cells. hit rate 3.4% among 400,000. KB-V1 MDR cells viability, CellTiter-Glo, 72 h. Potency, µM (highest dose often 46.1 µM), without a hit: at the top dose activity change, negative = cytotoxicity, usual class: cytotoxic; note: potency is the fitted concentration of half-maximal effect; % is set by controls: 0 for no effect and ±100 for the full control effect; nearly all actives have a fitted effect of over 60% in size
#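 qHTS viability screen in drug-selected KB-V1 MDR cells: 72 h compound treatment at 37 degrees C, ATP luminescence end point.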
# ATXN2 expr inh: reduces ATXN2 reporter expression in HEK-293 cells | HEK-293 ATXN2-luciferase reporter, luminescence, 24 h | Potency, µM (series often up to 57 µM), for inactives: top-dose activity change, negative = inhibition, actives largely listed as inhibitors | hit rate 0.72% among 360,000 | AID 1745845; note: potency is the fitted concentration of half-maximal effect; % is set by controls: 0 for no effect and ±100 for the full control effect; nearly all actives have a fitted effect of over 55% in size
#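 ATXN2-luciferase reporter cells (luciferase flanked by upstream and downstream ATXN2 gene portions) were treated 24 h at 37 °C with compounds at up to 57 uM. SteadyGlo luminescence gave expression; GF-AFC fluorescence gave viability.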
# SW480 rerep: inducers of DNA re-replication in SW480 colon cancer cells | Potency, µM (titrated, usually from 46.1 µM), without a hit: at the top dose re-replication activation, hits mostly activators | SW480 DNA re-replication, Hoechst DNA content imaging, 48 h | hit rate 1.8% among 340,000; note: potency is the fitted concentration of half-maximal effect; % of control where 0% means no effect; nearly all actives have a fitted effect of over 55% in size
#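 Hoechst fluorescence of nuclei (405 nm excitation, 500-530 nm emission) measured by plate-scanning imager after 48 hr compound exposure at 37 C; re-replication scored as increased number of nuclei with elevated intensity.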
# KB-3-1 tox: KB-3-1 parental cell cytotoxicity; AID 1347075; KB-3-1 viability, CellTiter-Glo ATP luminescence, 72 h; hit rate 1.4% among 400,000; Potency, µM (highest dose often 46.1 µM), inactives show at the top dose activity change, negative = cytotoxic, most hits filed as cytotoxic; note: potency is the fitted concentration of half-maximal effect; % is set by controls: 0 for no effect and ±100 for the full control effect; nearly all actives have a fitted effect of over 60% in size
#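 Here the drug-naive KB-3-1 line serves as comparator for MDR sub-line selectivity; cells received compound titrations, 72 h at 37 °C, then CellTiter-Glo readout.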
# IL1B secr inh: inhibitors of inflammasome signaling (IL-1 beta secretion). activity change, % at 57.5 µM. hit rate 4.7% among 360,000. THP-1 LPS/ATP IL-1B secretion, AlphaLISA, 16 h; stronger effect = lower value; in the data active = activity change below about -50%; inconclusive = mostly about -30% to -49%; note: % is set by controls: 0 for no effect and ±100 for the full control effect
#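 Secreted IL-1B measured by AlphaLISA bead assay after 16 h compound exposure of THP-1 cells; compounds (final up to 57.5 uM) added 1 h before LPS (250 ng/mL) and ATP (1.25 mM) stimulation; lower signal means less secretion.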
# * hit, by the source's call; ? = inconclusive; . = no result given; & = joins results of further samples; [ ] = dose if it differs, or a comment. Unless noted, calls come from the whole dose curve; as a rule, active = well fitted curve in the direction sought with a large enough effect; inconclusive = small, poorly fitted or top-dose-only effect, or another doubt; inactive = no such curve, though single readings can be large; an effect the other way counts as inactive or inconclusive.
SMILES,HT1080NT lethal,WRN helicase inh,MCF10A rerep,HT1080 IDH1KD tx,KB-V1 cytotox,ATXN2 expr inh,SW480 rerep,KB-3-1 tox,IL1B secr inh
N#Cc1cc([N+](=O)[O-])ccc1NCCN1CCOCC1,0.9%,-30.7%[57.1 µM],14.2%,4.6%,5.0%,-8.9%[11.3 µM],-2.3%,9.3%,-3.9
COC(=O)c1sccc1NC(=O)CC1NCCNC1=O (stereo not drawn),2.1%,-25.4%,1.5%,12.8%,17.8%,.,1.5%,1.7%,0.0
COc1ccc(N(CC(=O)NCc2ccc3c(c2)OCO3)C(=O)CCC(=O)Nc2ccccn2)cc1,19.1%,-32.3%[57.1 µM],?,23.1%,-21.4%,?,-20.5%,1.0%,4.1
O=C(CSc1nc2ncccc2[nH]1)c1cccc([N+](=O)[O-])c1,14.0%,-2.1%,-1.8%,6.8%,?,2.2%,-6.2%,14.9%,-1.7
CC(Oc1coc(CN2CCN(C(=O)c3ccco3)CC2)cc1=O)c1ccccc1 (stereo not drawn),-6.7%,-28.0%,0.5%,4.0%,0.0%,-11.2%,-10.2%,-6.2%,7.8
COCCNC(=O)CSc1nc2ccccc2c(=O)n1-c1cccc(OC)c1,-1.1%[9.24 µM],1.9%,-6.9%,-5.2%,-13.7%,0.1%,-4.1%,-14.9%,0.0
C=C(CC[C@@H](O)C(C)(C)O)[C@H]1CC[C@]2(C)[C@@H]1CCC1[C@@]3(C)CCC(=O)C(C)(C)C3CC[C@]12C (stereo partly drawn),9.3%,0.6%,?,9.7%,-5.4%,-8.9%,3.5%,-1.0%,35.6
O=C(NCc1ccccc1Br)C1CCCO1 (stereo not drawn),10.6%,3.9%,-22.7%,5.5%,-8.9%,3.9%,-6.6%,0.0%,-3.9
CN1CCN(CCCNC(=O)C2CCN(c3nnc(-n4cccc4)s3)CC2)CC1,6.7%,5.3%,1.7%,11.4%,6.2%,-23.9%,48.9%,12.9%,0.4
CCC(=O)Nc1cccc(C(=O)N(Cc2ccccc2)Cc2ccccc2)c1,-1.7%,-5.2%,0.3%,4.2%,19.1%,-2.6%,-36.9%[inhibitor],10.7%,2.6
COc1ccc(CCN(C)C(=O)c2ccc(OCC(=O)N3CCOCC3)c(OC)c2)cc1OC,5.5%,-4.1%,-0.6%,4.3%,-7.7%,0.8%,-3.9%,-2.8%,10.1
CCOC(=O)c1cnc2c(cnn2C)c1NCc1ccc(OC)cc1,7.5%,7.4%[57.1 µM],-29.5%,7.8%,?,-17.5%[11.3 µM],1.8%[1.84 µM],11.8%,-25.7
O=C(N/N=C/C(Cl)=C\c1ccccc1)c1ccco1,0.5%,0.7%,-2.0%,-0.3%,-10.5%,40.2%[activator],-1.0%,-5.1%,-22.8
N#CCCS(=O)(=O)c1ccc(N)cc1,25.1%,-3.4%,-10.8%,15.4%,?,-21.5%,4.4%,-1.3%,7.5
COc1ccc(-c2nc(CS(=O)CC(=O)NCc3ccccn3)c(C)o2)cc1 (stereo not drawn),5.9%,-2.0%,-0.7%,0.1%,-17.2%,0.0%,2.3%,-10.8%,23.8

# One compound at a time (already shown). Screens in order: HT1080NT lethal, WRN helicase inh, MCF10A rerep, HT1080 IDH1KD tx, KB-V1 cytotox, ATXN2 expr inh, SW480 rerep, KB-3-1 tox, IL1B secr inh
# CN1CCN(CCCNC(=O)C2CCN(c3nnc(-n4cccc4)s3)CC2)CC1 as listed: 6.7%, 5.3%, 1.7%, 11.4%, 6.2%, -23.9%, 48.9%, 12.9%, 0.4
# CC(Oc1coc(CN2CCN(C(=O)c3ccco3)CC2)cc1=O)c1ccccc1 (stereo not drawn) as listed: -6.7%, -28.0%, 0.5%, 4.0%, 0.0%, -11.2%, -10.2%, -6.2%, 7.8
# COc1ccc(-c2nc(CS(=O)CC(=O)NCc3ccccn3)c(C)o2)cc1 (stereo not drawn) as listed: 5.9%, -2.0%, -0.7%, 0.1%, -17.2%, 0.0%, 2.3%, -10.8%, 23.8
# CCOC(=O)c1cnc2c(cnn2C)c1NCc1ccc(OC)cc1 as listed: 7.5%, 7.4%[57.1 µM], -29.5%, 7.8%, ?, -17.5%[11.3 µM], 1.8%[1.84 µM], 11.8%, -25.7
# COCCNC(=O)CSc1nc2ccccc2c(=O)n1-c1cccc(OC)c1 as listed: -1.1%[9.24 µM], 1.9%, -6.9%, -5.2%, -13.7%, 0.1%, -4.1%, -14.9%, 0.0

# The list continues:
SMILES,HT1080NT lethal,WRN helicase inh,MCF10A rerep,HT1080 IDH1KD tx,KB-V1 cytotox,ATXN2 expr inh,SW480 rerep,KB-3-1 tox,IL1B secr inh
CCCCNc1c(-c2ccc(OC)c(SC(C)CC)c2)nc2ccc(Cl)cn12 (stereo not drawn),7.3%,-9.0%,20.6µM*,-4.6%,-22.2%,-19.8%,11.3%,0.0%,-66.2*
CC(C)Oc1ccc(/C(O)=C2/C(=O)C(=O)N(CCN3CCNCC3)C2c2cccc([N+](=O)[O-])c2)cc1 (stereo not drawn),1.8%,-5.7%,-1.7%,-0.3%,0.9%,-6.8%,-0.2%,2.6%,7.8
CC1CN(C(=O)Cn2cc(S(=O)(=O)CC(=O)N3CCOCC3)c3ccccc32)CC(C)O1 (stereo not drawn),19.1%,-1.9%,0.6%,13.3%,17.8%,18.6%,?,12.5%,-3.3
Nc1nc(SCc2ccccc2)c2[nH]cnc2n1,6.8%,-1.8%,1.4%,-1.0%,0.0%&2.7%,.,56.6%,-19.7%&4.0%,-23.2
COc1ccc(C/C(N)=N/O)cc1,4.0%,-15.5%,3.8%,5.4%,20.9%,-7.1%,-10.9%,8.5%,0.2
CC(C)(C)c1ccc(CC(=O)N2CCC2(C)C(=O)Nc2cccc3c2CCCC3)cc1 (stereo not drawn),?,-11.9%,.,?,0.0%,?,.,0.0%,-11.8
CCN(Cc1ccncc1)C(=O)CCc1nnc(CCc2ccccc2OC)o1,-0.3%,5.1%,6.1%,-1.1%,-7.1%,.,?,1.1%,-0.7
COCCCNC(=S)Nc1cc2oc3ccccc3c2cc1OC,2.31µM*,-6.0%,9.2µM*,11.6µM*,?,?,11.6µM*,?,-2.7
COc1ccc(CCNC(=O)c2ccc3c(c2)NC(=O)C(C(C)C)N3)cc1OC (stereo not drawn),-18.3%,5.4%,-8.0%,-2.5%,4.1%,0.3%,-8.2%,-1.4%,8.5
Cc1noc(C)c1CSc1nnc(-c2cccnc2)n1C1CCCCC1C (stereo not drawn),-1.3%,-3.2%,5.5%,0.3%,23.1µM*,4.6%,1.7%,4.8%,23.7
Cc1nc2ccc(NC(=O)[C@H](C)N3C(=O)C4CC=CCC4C3=O)cc2s1 (stereo partly drawn),-4.7%,-2.6%,0.3%,12.0%,25.8%,.,-9.0%,-1.0%,32.9
C[C@H](CCCC/C=C/C(=O)O)O[C@@H]1O[C@@H](C)[C@H](O)C[C@H]1O,5.4%,-2.0%,4.6%,3.5%,27.3%,-0.8%,-6.5%,15.9%,36.4
O=C(NCCOCc1ccccc1)C(c1ccccc1)c1ccccc1,-1.8%,1.2%,-3.7%,-1.2%,-25.6%,-22.1%,-5.9%,-5.3%,-24.8
COc1ccc(N(C)S(=O)(=O)c2cccc(C(=O)Nc3ccc4c(c3)OCCO4)c2)cc1,-1.6%,-15.9%[57.1 µM],?,-10.4%,-13.1%,-19.2%,?,6.6%,-14.4
CCOC(=O)Nc1ccc(OC(=O)Oc2ccc(NC(=O)OCC)cc2)cc1,3.9%,4.7%,23.9%,15.5%,24.2%,0.7%,2.2%,8.9%,0.0
Cc1ccc(OC(=O)c2cncc(Br)c2)c(C)c1,4.6%,-2.8%,-9.8%,5.8%,9.1%,.,-8.3%,9.6%,-3.1
Cc1cc(C)nc(N/N=C/c2ccccc2OCc2ccccc2)n1,-1.7%,-4.8%,4.2%,0.5%,-24.4%,-19.1%,?,7.9%,-9.7
O=S1(=O)CCOCCCN1Cc1cccc(F)c1,-2.2%,1.2%,?,-1.5%,-3.4%&-1.2%,-2.5%,-1.4%,6.3%&0.5%,0.1
CC(OC(=O)CN1C(=O)NC2(CCCC2)C1=O)C(=O)Nc1cccc(Cl)c1Cl (stereo not drawn),3.3%,1.4%,1.6%,7.9%,?,12.1%,23.3%,-1.3%,5.6
Cc1c(C(=O)N2CCOCC2)c(S(=O)(=O)Nc2ccc(OC(F)(F)F)cc2)c(C)n1C,?,1.0%,3.3%,13.7%,18.2%,-0.9%,7.6%,6.1%,0.0
CCn1cc(CNC(=O)CCc2ccc(OC)cc2)cn1,15.8%,-1.3%,2.8%,10.6%,4.6%,3.3%,-0.1%,1.8%,-2.3
COc1ccc(NC(=O)c2cc3nc(-c4ccccc4)cc(-c4ccccc4)n3n2)c(OC)c1,16.7%,0.0%,-9.5%,18.2%,-4.4%,-24.3%,5.0%[9.22 µM],2.0%,-15.2
COc1ccc(C2C(C(C)=O)=C(C)N=c3s/c(=C\c4cc(C)n(C)c4C)c(=O)n32)c(OC)c1 (stereo not drawn),-1.7%,?,?,-2.6%,?,-23.3%,14.8%,5.2%,-2.6
COc1ccc(C(=O)N2CCN(CCNC(=O)C(=O)Nc3ccc(F)cc3)CC2)cc1OC,11.2%,-20.7%,-7.5%,5.7%,-1.6%,6.5%,6.2%,-10.4%,29.5
Oc1cccc(-c2ccc3nccn3c2)c1,-22.6%,-5.5%,.,?,-9.9%,27.0%,.,-0.6%,.
